# Screening results (PubChem)
# M17LAP inhibition – P. falciparum M17LAP inhibitors, primary screen, biochemical, fluorogenic H-Leu-NHMec substrate, 1536-well (AID 1619); recombinant M17LAP, H-Leu-NHMec fluorogenic kinetic assay; higher % means a stronger effect; inhibition, % at 30 µM; hits with a dose series show IC50 in µM; 220,000 tested, 0.38% active;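 active = compound inhibiting the enzyme by more than half at any dose during confirmatory dose-response retesting; inconclusive = strong single-dose inhibitors picked by rank but not retested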;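 also: plate controls were full reaction with DMSO carrier for no effect and no enzyme background for full effect; strong numbers were not always called active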
# LYP phosphatase – inhibitors of LYP phosphatase, biochemical, fluorescence intensity, uHTS (AID 1779) | one-dose inhibition, % at 11.5 µM; IC50 in µM for titrated hits | recombinant LYP phosphatase, fluorescence intensity; higher % means a stronger effect | 290,000 tested, 0.054% active;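 also: plate controls were vehicle with enzyme for no effect and no enzyme for full effect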
# XIAP antagonists – XIAP antagonists, biochemical, IAP family, fluorescence polarization (AID 1018); XIAP BIR domain, fluorescence polarization peptide displacement; higher % means a stronger effect; displacement, % at 20 µM, or IC50 in µM where a hit was titrated; 200,000 tested, 0.007% active; in the data active = displacement above about 50%; also: a part of the inactive calls stands beside numbers as strong as those of hits
# human PMI inhibitors – MPI inhibition at elevated mannose 6-phosphate – biochemical, fluorescence intensity, high mannose 6-phosphate, primary screen (AID 1220). 190,000 tested, 0.66% active. recombinant PMI enzyme, coupled fluorescence intensity; higher % means a stronger effect. inhibition, % at 20 µM, or IC50 in µM where a hit was titrated
# TNAP activation fold – stimulation of alkaline phosphatase TNAP activity – biochemical, luminescent, no phosphate acceptor, uHTS, primary screen (AID 1001) | purified TNAP, luminescent activation assay, no phosphate acceptor; higher activation fold means a stronger effect | activation fold at 20 µM; hits with a dose series show EC50 in µM | 200,000 tested, 0.03% active; in the data active = activation fold from about 3, or a potency from the dose series; inactive = the rest, 99 in 100 with activation fold below about 1.6; also: many of its hits are not listed in these tables
# ER stress rescue – protection against thapsigargin-triggered cell killing – 384-well, CSM14.1, ATP luminescence, primary screen (AID 1222); CSM14.1 thapsigargin-induced death rescue, ATP luminescence; higher % means a stronger effect; cellular ATP content (survival), % at 20 µM; hits with a dose series show EC50 in µM; 190,000 tested, under 10 active;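 active = EC50 below 50 µM in the dose-response confirmation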;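 also: death triggered by thapsigargin at about 15 µM added after 2 h compound pretreatment; cell ATP read after overnight thapsigargin exposure of roughly 18 to 22 hours; normalized against plate controls of thapsigargin alone and 5% DMSO vehicle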
# M1AAP inhibition – malaria alanyl aminopeptidase activity blockers – biochemical, fluorogenic H-Leu-NHMec substrate, 1536-well (AID 1445); inhibition, % at 30 µM; hits with a dose series show IC50 in µM; recombinant M1AAP, H-Leu-NHMec fluorogenic kinetic assay; higher % means a stronger effect; 220,000 tested, 0.42% active;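 active = primary inhibition above the hit cutoff, then over 50% inhibition at one or more dose response concentrations, cut at about 23% in these data, passing the limit was not always enough; inconclusive = conflicting primary data, or primary hits not chosen for dose response; inactive = low primary inhibition, or under 50% at every dose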;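 also: plate controls were DMSO full reaction for no effect and no enzyme background for full effect; strong numbers were not always called active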
# Myeloid diff MLP – myeloid differentiation induction; ER-HoxA9 myeloid progenitors, lysozyme-GFP differentiation, flow cytometry; 360,000 tested, 1% active; calls only at 10 µM;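 active = normalized GFP-positive differentiation at or above the plate's own cutoff, the solvent-only control mean plus 3 SD; inconclusive = no clear call, values can overlap the other calls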;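 also: cells exposed to compound for four days before flow analysis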
# human PMI inhibition – inhibitors of human PMI, primary screen, biochemical, fluorescence intensity, coupled assay (AID 1209); inhibition, % at 20 µM; hits with a dose series show IC50 in µM; 190,000 tested, 0.42% active; purified PMI enzyme, coupled fluorescence intensity; higher % means a stronger effect;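 also: plate controls were DMSO vehicle for no effect and wells lacking substrate for full effect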
# Myeloid diff MLP GFP+ MAC1+ % – further read-out of Myeloid diff MLP, marked with its call; GFP+ MAC1+ double positive, %; measured here: differentiation confirmed by MAC1 staining
# * = called active by the depositor; i = inactive; ? = inconclusive; nt = no result given. Rule as the data show it, unless noted: active = inhibition above about 50%; inactive = the rest.
# Order of values: M17LAP inhibition	LYP phosphatase	XIAP antagonists	human PMI inhibitors	TNAP activation fold	ER stress rescue	M1AAP inhibition	Myeloid diff MLP	Myeloid diff MLP GFP+ MAC1+ %	human PMI inhibition
C=CCSc1nnc(CNC(=O)c2ccccc2C)n1C(C)C
 : 1%	0%	1.2%	-14%	1.1	nt	1%	i	0.4	-9%
Cc1csc(SCC(=O)NC(C)c2ccc(F)cc2)n1 (stereo not drawn)
 : -6%	-11%	-6.1%	-5%	1	-0.1%	6%	i	1.0	-6%
CC(Sc1ccc(Cl)cc1)C(=O)Nc1ccccc1C(=O)N1CCOCC1 (stereo not drawn)
 : 4%	0%	-7.3%	-8%	1.1	0.3%	-3%	i	0.5	-5%
O=C1CC(Cc2ccc(Cl)cc2)C(=O)N1c1cc(Cl)ccn1 (stereo not drawn)
 : -12%	-12%	nt	nt	nt	nt	-2%	i	0.8	nt
O=C1OC(c2ccccc2)=N/C1=C\N1CCCCC1
 : 27%	4%	-0.5%	-6%	1.1	-1.5%	13%	i	1.0	2%
COc1cc(C)ccc1OCCCOc1ccccc1Cl
 : -2%	-7%	-2.7%	15%	1.1	-1.6%	0%	i	0.7	18%
COc1ccc(S(=O)(=O)N(NC2=NS(=O)(=O)c3ccccc32)C(=O)C(C)C)cc1
 : 10%	-2%	-3.1%	-4%	1.1	-0.2%	9%	i	0.1	-22%
CCOC(=O)N1CCN(C(=O)C2CCN(S(=O)(=O)c3ccc(OC)cc3)CC2)CC1
 : -4%	-5%	0.6%	nt	1.1	0.0%	3%	i	1.1	nt
COCCN(C(=O)CCl)C(C(=O)NC1CCCCC1)c1ccccc1C (stereo not drawn)
 : 11%	-4%	-4.1%	-9%	0.9	0.9%	4%	i	1.0	-8%
CN(Cc1cccs1)C(=O)Cc1c[nH]c2ccccc12
 : -3%	-6%	-8.4%	9%	1	-0.2%	-1%	i	0.9	17%
COc1ccc(C2=Nn3c(nnc3-c3ccco3)SC2)cc1
 : 7%	-2%	5.3%	-20%	0.8	-0.3%	11%	i	0.9	-15%
Cc1cccc(N(C(=O)c2csnn2)C(C(=O)NC(C)(C)C)c2ccncc2)c1 (stereo not drawn)
 : -2%	-10%	-4.3%	-3%	1.1	-2.7%	2%	i	8.4	7%
COc1cccc(OCCOCCOc2ccc(C)cc2[N+](=O)[O-])c1
 : 8%	-6%	-2.5%	0%	1.1	-0.5%	-2%	i	0.5	1%
CCCOC(=O)c1ccc(-c2ccc(C=O)o2)cc1
 : 2%	-3%	-2.0%	7%	1.1	5.1%	13%	i	0.7	-3%
Cc1cc2oc(C(=O)Nc3ccc(S(=O)(=O)N4CCCC(C)C4)cc3)cc(=O)c2cc1Cl (stereo not drawn)
 : 0%	3%	-4.9%	2%	0.8	1.6%	-3%	i	0.3	8%
Cc1cc(C)cc(C(=O)NCC(=O)OCC(=O)N(C)C2CCS(=O)(=O)C2)c1 (stereo not drawn)
 : -4%	-3%	-2.5%	-7%	0.9	1.1%	11%	i	0.7	2%
COC(=O)NCN1C(=O)C2C3C=CC(C3)C2C1=O (stereo not drawn)
 : -1%	-8%	-3.3%	-6%	1.1	-1.0%	2%	i	0.5	-3%
CCOc1ccccc1Nc1ccc(C(=O)O)cc1[N+](=O)[O-]
 : 3%	0%	-4.0%	-9%	1	-5.7%	1%	i	0.4	-12%
N#Cc1cc2c(nc1SCc1ccc(Cl)cc1)CCCC2
 : -9%	-3%	-3.8%	-1%	1	0.0%	0%	i	5.3	0%
O=C(CCl)Nc1cccn2ncnc12
 : 2%	-8%	1.1%	-5%	1.1	-3.0%	9%	i	1.4	2%

# Among those listed so far, these have two or more sulfur atoms.
# Order of values: M17LAP inhibition	LYP phosphatase	XIAP antagonists	human PMI inhibitors	TNAP activation fold	ER stress rescue	M1AAP inhibition	Myeloid diff MLP	Myeloid diff MLP GFP+ MAC1+ %	human PMI inhibition
Cc1csc(SCC(=O)NC(C)c2ccc(F)cc2)n1 (stereo not drawn)
 : -6%	-11%	-6.1%	-5%	1	-0.1%	6%	i	1.0	-6%
COc1ccc(S(=O)(=O)N(NC2=NS(=O)(=O)c3ccccc32)C(=O)C(C)C)cc1
 : 10%	-2%	-3.1%	-4%	1.1	-0.2%	9%	i	0.1	-22%

# The list continues.
# Order of values: M17LAP inhibition	LYP phosphatase	XIAP antagonists	human PMI inhibitors	TNAP activation fold	ER stress rescue	M1AAP inhibition	Myeloid diff MLP	Myeloid diff MLP GFP+ MAC1+ %	human PMI inhibition
CCN1CCn2c3c(c4cc(C)ccc42)CCCC31 (stereo not drawn)
 : 9%	-3%	-7.1%	9%	0.9	-0.5%	9%	i	0.9	6%
COc1ccc(NC(=O)CC2(CC(=O)O)CCCC2)cn1
 : -6%	1%	-6.3%	14%	1	-2.3%	5%	i	0.2	-5%
O=C(O)Cc1nn(Cc2ccc(Cl)cc2)c(=O)c2ccccc12
 : 4%	0%	-0.1%	-2%	1.1	1.6%	1%	i	0.1	2%
COc1ccc(/C(C)=N/Nc2cc(C(F)(F)F)ccc2Cl)c(OC)c1
 : 9%	1%	-1.8%	3%	1.1	-3.0%	8%	nt	nt	-2%
COc1cc2nc(SCC(=O)c3ccc(Br)cc3)n3nc(C)nc3c2cc1OC
 : 7%	-2%	-3.0%	-9%	1.4	-1.3%	3%	i	0.2	8%
COc1ccc(/C=N/NC(=O)CNc2n[nH]c(=O)[nH]c2=O)cc1OC
 : 21%	-5%	2.9%	2%	1.1	-1.2%	-6%	i	0.8	-2%
O=C(Nc1cccnc1Cl)c1ccc2c(Cl)c3c(nc2c1)CCC3
 : 8%	-5%	-2.5%	6%	1.1	-3.4%	-3%	i	0.1	6%
Cc1cccc(N2CCN(c3nc4ccccc4n4cnnc34)CC2)c1C
 : -7%	3%	-0.6%	-3%	0.8	0.5%	4%	i	2.1	-6%
COc1cc(NC(=S)N2CCCC(CO)C2)c(OC)cc1Cl (stereo not drawn)
 : 5%	0%	-7.5%	26%	1.1	-2.9%	-2%	i	0.5	1%
CCOC(=O)c1cc2sccc2n1CC(=O)N1c2ccccc2CC1C (stereo not drawn)
 : 6%	-9%	-2.4%	-6%	1.1	-2.5%	-3%	i	2.7	0%
COc1ccccc1N1CCN(C(=O)COc2ccc(Cl)cc2Br)CC1
 : 2%	-1%	-11%	18%	1	0.2%	0%	i	0.7	9%
CSc1nc(-c2ccccc2)nn1C(=O)c1ccc(Cl)cc1
 : 0%	-6%	-4.6%	9%	0.5	-1.2%	-7%	i	0.8	13%
COC(=O)c1cc(COC(=O)c2ccc3ccccc3n2)oc1C
 : -5%	-8%	1.8%	-4%	1.1	0.9%	1%	i	1.2	4%
Cc1nn(C(=O)c2ccco2)c(C)c1Sc1ccc([N+](=O)[O-])cc1
 : -1%	10%	-6.8%	12%	1	-0.6%	4%	i	0.7	13%
CCC(CC)C(=O)Nc1nc(-c2ccc3c(c2)CCN3C(=O)C2CC2)c(C)s1
 : 10%	3%	-2.4%	9%	1	-0.9%	1%	i	1.2	7%
CC(C)[C@H](NC(=O)c1ccc(Cl)c([N+](=O)[O-])c1)C(=O)O
 : 0%	-4%	nt	nt	nt	nt	4%	i	0.8	nt
Cc1ccc(C(=O)Nc2cc(C(C)C)c(O)c(C(C)C)c2)cc1
 : 1%	4%	-8.0%	19%	1	-0.4%	5%	i	0.0	20%
CN1CCC(NC(=O)c2ccncc2)CC1
 : 2%	-5%	-1.3%	5%	1.1	-0.9%	0%	i	0.5	6%
Cc1ccc2occ(C(c3nnnn3C3CCCC3)N3CCN(C(=O)c4ccco4)CC3)c(=O)c2c1 (stereo not drawn)
 : 15%	-5%	-1.9%	14%	1.1	5.1%	-1%	i	1.5	13%
O=C(N/N=C/c1ccc(N2CCOCC2)cc1)c1ccccc1OCCOc1ccccc1
 : -3%	1%	-6.6%	3%	1.1	-0.1%	7%	i	0.0	5%

# Entries of single compounds, looked up by structure. Order of values: M17LAP inhibition | LYP phosphatase | XIAP antagonists | human PMI inhibitors | TNAP activation fold | ER stress rescue | M1AAP inhibition | Myeloid diff MLP | Myeloid diff MLP GFP+ MAC1+ % | human PMI inhibition
# CSc1nc(-c2ccccc2)nn1C(=O)c1ccc(Cl)cc1 as listed: 0% | -6% | -4.6% | 9% | 0.5 | -1.2% | -7% | i | 0.8 | 13%
# O=C(O)Cc1nn(Cc2ccc(Cl)cc2)c(=O)c2ccccc12 as listed: 4% | 0% | -0.1% | -2% | 1.1 | 1.6% | 1% | i | 0.1 | 2%

# Continued:
# Order of values: M17LAP inhibition	LYP phosphatase	XIAP antagonists	human PMI inhibitors	TNAP activation fold	ER stress rescue	M1AAP inhibition	Myeloid diff MLP	Myeloid diff MLP GFP+ MAC1+ %	human PMI inhibition
COC(=O)c1cnc(SCc2ccc(C)cc2)n1C
 : 1%	-5%	-2.9%	-6%	1	1.8%	10%	i	0.6	-11%
Cc1ccc(C2CC(=O)NC(SCC(=O)Nc3nccs3)=C2C#N)cc1 (stereo not drawn)
 : 38%	-1%	-7.3%	11%	0.9	-2.5%	5%	i	0.6	15%
Nc1nnc(SCc2c(F)cccc2Cl)s1
 : 2%	-6%	nt	nt	nt	nt	3%	i	0.6	nt
O=C(CN1CCN(Cc2ccc(F)cc2Cl)C1=O)NCc1cccs1
 : 0%	-9%	-9.9%	-12%	1.1	-1.1%	4%	i	0.2	-6%
COC(=O)C(C)N(C(=O)c1cccc(Cl)c1)c1c(C)cccc1C (stereo not drawn)
 : -5%	-3%	-4.2%	-7%	1.2	0.2%	0%	i	0.4	-12%
CCC(=O)N(C)/C=C1\Sc2ccccc2C1=O
 : 8%	-4%	-4.3%	6%	1.1	-0.2%	18%	i	1.0	8%
CC(=O)N1CCCc2cc(S(=O)(=O)N(C)CCC#N)ccc21
 : 7%	-4%	2.3%	-1%	1.1	-2.4%	-1%	i	0.8	0%
C[C@H](NC(N)=O)C(=O)Nc1ccc(OCc2ccccc2)cc1
 : -1%	3%	-6.7%	-3%	1	nt	-1%	i	0.3	-16%
O=C(Nc1ccc(S(=O)(=O)N2CCOCC2)cc1)c1ccco1
 : -3%	-4%	-3.9%	11%	1.1	-0.8%	-2%	i	1.3	17%
COc1ccccc1N1CCN(C(=O)CCC(=O)O)CC1
 : -3%	-10%	-7.2%	-3%	1.1	-1.0%	5%	i	0.4	-7%
COc1ccc(-n2c(SCCC(=O)O)nnc2-c2ccncc2)cc1
 : 21%	2%	0.4%	0%	1.1	nt	1%	i	1.7	5%
COC(=O)c1sccc1NC(=O)c1c(C)c(-c2cccc(Cl)c2)nc2ccccc12
 : -12%	-2%	-6.0%	16%	1	5.4%	2%	i	0.4	9%
O=[N+]([O-])c1ccc(OCC(O)CNCCNc2nccc(C(F)(F)F)n2)cc1 (stereo not drawn)
 : 3%	-3%	nt	nt	nt	nt	1%	i	0.3	nt
Cc1ccsc1C(=O)Nc1nc2ccccc2[nH]1
 : 8%	-5%	nt	nt	nt	nt	3%	i	0.2	nt
Nc1ccc(-c2cc(-c3cccc(N)c3)nc(-c3ccccc3)n2)cc1
 : -5%	2%	-4.9%	-1%	1.1	-0.4%	?	i	0.5	-3%
